Screening results from PubChem.
NTR1 ag: agonists of NTR1, primary screen, imaging, U2OS cells, beta-arrestin-GFP, high content (AID 493036). 0.17% of 330,000 active. NTR1-U2OS beta-arrestin-GFP spot imaging, agonist mode. P30989. activation, % at 20 µM;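 active = activation at or above 40% of the spot to cytoplasm intensity ratio, with at least 20 cells analyzed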;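 also: 0% = DMSO without peptide and 100% = 100 nM NTR1 peptide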
Target sequence (P30989 whole entry, looked up): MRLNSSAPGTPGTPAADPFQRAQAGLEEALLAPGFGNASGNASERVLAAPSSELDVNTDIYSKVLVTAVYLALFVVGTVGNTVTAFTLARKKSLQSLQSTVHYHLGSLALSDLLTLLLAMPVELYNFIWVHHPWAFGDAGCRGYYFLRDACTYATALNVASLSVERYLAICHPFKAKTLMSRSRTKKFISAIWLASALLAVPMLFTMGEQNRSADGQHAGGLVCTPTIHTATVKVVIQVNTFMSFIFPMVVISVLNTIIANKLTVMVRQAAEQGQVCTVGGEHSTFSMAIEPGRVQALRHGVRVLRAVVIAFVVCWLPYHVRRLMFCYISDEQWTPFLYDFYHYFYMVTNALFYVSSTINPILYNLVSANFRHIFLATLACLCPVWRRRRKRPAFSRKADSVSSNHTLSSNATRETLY
GPR55 beta-arrestin: GPR55 agonists via beta-arrestin recruitment, primary screen, imaging, U2OS cells, beta-arrestin-GFP redistribution (AID 1961) | 0.048% of 290,000 active | U2OS GPR55 beta-arrestin-GFP redistribution imaging; higher % means a stronger effect | activation, % at 10 µM, or EC50 in µM where a hit was titrated;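 active = activation above 40% with more than 50 cells counted in the well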;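 also: U2OS osteosarcoma cells stably expressing GPR55 and beta-arrestin-GFP; plate controls were DMSO negative control for no effect and LPI positive control for full effect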
KOR beta-arrestin-1: kappa opioid receptor blockers – cell-based, luminescence, uHTS (AID 1778); 0.091% of 290,000 active; KOR beta-arrestin recruitment, luminescence, antagonist mode; higher % means a stronger effect; one-dose inhibition, % at 10 µM; IC50 in µM for titrated hits; also: strong numbers were not always called active
TNAP activators: stimulation of alkaline phosphatase TNAP activity – biochemical, luminescent, no phosphate acceptor, uHTS, primary screen (AID 1001); activation fold at 20 µM; hits with a dose series show EC50 in µM; purified TNAP, luminescent activation assay, no phosphate acceptor; higher activation fold means a stronger effect; 0.03% of 200,000 active; in the data active = activation fold from about 3, or a potency from the dose series; inactive = the rest, 99 in 100 with activation fold below about 1.6; also: many of its hits are not listed in these tables
KOR beta-arrestin-2: KOR agonists, beta-arrestin recruitment, primary screen, cell-based, luminescence, uHTS (AID 1777). KOR beta-arrestin recruitment, luminescence; higher % means a stronger effect. activation, % at 10 µM; hits with a dose series show EC50 in µM. 0.02% of 280,000 active; in the data active = activation above about 50%, passing the limit was not always enough; also: a part of the inactive calls stands beside numbers as strong as those of hits
ER stress rescue: protection against thapsigargin-triggered cell killing – 384-well, CSM14.1, ATP luminescence, primary screen (AID 1222); CSM14.1 thapsigargin-induced death rescue, ATP luminescence; higher % means a stronger effect; cellular ATP content (survival), % at 20 µM, or EC50 in µM where a hit was titrated; 190,000 tested, under 10 active;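 active = EC50 below 50 µM in the dose-response confirmation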;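 also: death triggered by thapsigargin at about 15 µM added after 2 h compound pretreatment; cell ATP read after overnight thapsigargin exposure of roughly 18 to 22 hours; normalized against plate controls of thapsigargin alone and 5% DMSO vehicle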
Yfh1-off respiration: mitochondrial function rescue without frataxin homolog – Friedreich's ataxia, plus single-dose screen, dose response (AID 1465) | S. cerevisiae Yfh1-off respiration, WST-1 reduction, 72 h; higher fold induction means a stronger effect | fold induction at 50 µM; hits with a dose series show EC50 in µM | 0.074% of 220,000 active;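 active = fold induction of absorbance versus untreated yeast above a set limit, then at least 30% activation at any dose in follow-up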;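 also: activators that raise dye reduction in frataxin-depleted yeast; strong numbers were not always called active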
NOD1 NF-kB reporter: inhibition of NOD1-driven NF-kB reporter – cell-based, luminescence, uHTS, primary screen (AID 1578); one-dose inhibition, % at 4 µM; EC50 in µM for titrated hits; 1% of 290,000 active; NOD1-driven NF-kB luciferase reporter cells, luminescence; higher % means a stronger effect; in the data active = inhibition mostly above about 36%, no sharp cut-off; inactive = mostly below about 34%;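 also: HEK-293T reporter cells stimulated with the NOD1 agonist gamma-tri-DAP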
NOD2 inhibition: inhibition of NOD2-driven NF-kB reporter – cell-based, luminescence, uHTS, HEK293 (AID 1566); inhibition, % at 4 µM, or EC50 in µM where a hit was titrated; 0.63% of 290,000 active; HEK293 NOD2/NF-kB luciferase reporter, luminescence; higher % means a stronger effect; also: many of its hits are not listed in these tables
NTR1 ag cell count 20 µM: further read-out of NTR1 ag, marked with its call; cell count; measured here: cell count, cytotoxicity flag
Numbers without * were called inactive; i = inactive; . = not tested or not shown; [ ] = dose if it differs, or a comment. Rule as the data show it, unless noted: active = inhibition above about 50%; inactive = the rest. Some of the compounds tested; the hit share may differ from the screen's.

SMILES	NTR1 ag	NTR1 ag cell count 20 µM	GPR55 beta-arrestin	KOR beta-arrestin-1	TNAP activators	KOR beta-arrestin-2	ER stress rescue	Yfh1-off respiration	NOD1 NF-kB reporter	NOD2 inhibition
CC(C)Cc1nnc(NC(=O)CCC(=O)N2CCN(Cc3ccc(F)cc3)CC2)s1	1.6	77	-0.1%	-48%	.	3.6%	.	.	13%	16%
CC1=NN(C(N)=S)C(=O)C1N=Nc1ccccc1Cl (stereo not drawn)	0.4	75	0.0%	8%[20 µM]	.	-3.4%	.	.	-54%	-10%
Cc1cc(C)cc(N(C(=O)c2csnn2)C(C(=O)NC2CCCCC2)c2ccncc2)c1 (stereo not drawn)	-2.6	45	-0.1%	28%	.	-4.1%	.	.	-1%	17%
O=C(CNC(=O)c1cccs1)c1ccc([N+](=O)[O-])cc1	-0.8	57	-0.3%	24%	1	-0.8%	3.6%	i	-15%	-17%
O=C(CSc1ccc2ccccc2c1)Nc1nc2ccccc2[nH]1	0.8	65	0.8%	11%	1.1	-4.5%	1.2%	i	-16%	10%
O=S(=O)(c1cccc2c(S(=O)(=O)N3CCCC3)cccc12)N1CCCC1	2.3	36	-0.1%	55%	1.1	-2.9%	2.1%	i	-36%	-11%
COc1ccc(S(=O)(=O)N2CCC(NC(=O)c3cccc(F)c3)CC2)cc1	0.2	64	0.5%	2%[20 µM]	.	-0.9%	.	.	-8%	-6%
COc1ccc(C2CC(=O)N3CN(c4ccccc4F)CSC3=C2C#N)cc1OC (stereo not drawn)	0.0	54	-0.2%	3%	1.1	-3.5%	-1.0%	i	-7%	5%
CCCCN(CCCNC(=O)c1ccc2nc(N3CCOCC3)sc2c1)Cc1ccccc1	-1.7	81	-0.1%	-12%	1.3	0.1%	-1.6%	i	-22%	-3%
O=C(CSc1n[nH]c(=O)[nH]c1=O)N1CCCCCC1	0.5	67	-0.1%	6%	.	3.7%	.	i	-12%	-2%
COc1ccccc1N1CCN(C2CC(=O)N(C)C2=O)CC1 (stereo not drawn)	0.8	34	0.1%	-13%	1	-3.0%	-2.3%	i	-2%	5%
Cc1ccccc1C(O)c1cccnc1 (stereo not drawn)	-0.1	36	-0.3%	-34%	1	3.1%	0.0%	i	-24%	7%
O=C(Nc1cc(Sc2ccccn2)cc([N+](=O)[O-])c1)c1cccc(F)c1	6.9	39	-0.2%	10%	1.3	5.0%	-1.5%	i	48%	25%
CCCN1CCC(=O)N([C@H](CSc2ccccc2)Cc2ccccc2)CC1	1.9	59	0.0%	-16%[20 µM]	.	1.8%	.	.	-26%	-27%
Cc1ccc2c(CSc3nnc4ccccn34)cc(=O)oc2c1C	3.5	64	-0.1%	-21%	1	0.5%	1.2%	i	-31%	-14%
COC(=O)[C@H](CCSC)NC(=O)NCc1ccc(S(N)(=O)=O)cc1	0.3	64	0.3%	24%	1.1	-1.9%	0.1%	i	-20%	-3%
Cc1cc(C(=O)Nc2ccc3c(c2)OCO3)cs1	-0.2	80	-0.1%	4%	1.1	3.7%	-1.1%	i	-38%	-181%
CCn1cc(C(=O)O)c(=O)c2cc(F)c(N3CCN(C(=S)NC(=O)c4ccccc4Br)CC3)cc21	0.3	49	-0.2%	-42%	.	0.8%	.	.	-1%	6%
CCN(CC)S(=O)(=O)c1ccc(OCCNS(C)(=O)=O)cc1	-0.2	79	-0.1%	5%	1	1.9%	12%	i	-10%	17%
Cc1cc(C(=O)c2ccc(Cl)cc2)c(NC(=O)CCl)s1	6.3	50	-0.3%	4%	1.2	0.0%	-2.5%	i	12%	-11%
O=C(CSc1ccccn1)Nc1ccc2ccccc2c1	0.0	39	-0.1%	0%	1.1	-3.3%	-0.8%	i	-60%	-108%
CCOC(=O)c1ccc(NC(=O)Nn2cnnc2)cc1	1.1	58	-0.1%	-18%	.	0.4%	.	.	-43%	11%
COc1cccc(NC(=O)Nc2ccccc2Br)c1	-1.2	87	0.3%	4%	1.1	1.0%	-1.7%	i	-19%	-159%
Cc1cccc(NC(=O)CSc2ccc(-c3ccco3)nn2)c1	1.6	75	-0.2%	-19%	1	1.6%	-0.1%	i	6%	4%
COc1ccc(-c2nn(-c3ccccc3)cc2C=O)cc1[N+](=O)[O-]	0.3	60	0.0%	2%	.	-0.4%	.	.	-4%	-6%
CCOC(=O)c1c(=O)n(O)c2ccc(C)cc2[n+]1[O-]	0.0	34	-0.1%	-24%	1	-1.4%	-1.0%	i	-9%	-8%
Cc1ccc(S(=O)(=O)NCCOc2cc(C)ccc2C)cc1	2.2	46	-0.1%	11%	.	0.6%	.	.	-3%	5%
O=C(Cn1cc[n+](CC(=O)c2ccccc2)c1)c1ccccc1	-1.6	46	-0.1%	-6%	1.1	6.2%	-1.8%	i	7%	4%
Cn1cc(Cl)c(C(=O)NNC(=S)Nc2cccc(Cl)c2)n1	-2.2	103	-0.1%	-36%[20 µM]	2.6	-4.8%	-1.0%	i	-18%	-21%
CCOC(=O)c1ccc(N2CCN(C(C)=O)CC2)c(NC(=O)c2cccnc2)c1	0.7	36	0.0%	-63%[20 µM]	1.1	-12%	2.0%	i	-15%	17%
CC(=O)COc1ccc2c3c(c(=O)oc2c1)CCCC3	0.5	52	0.2%	0%	1	3.6%	-0.4%	i	-18%	-3%
O=[N+]([O-])c1ccccc1Oc1ncccc1[N+](=O)[O-]	0.3	49	-0.4%	-6%	1	-3.7%	0.2%	i	-8%	5%
CCOC(=O)N1CCC(NC(=O)Cn2ncc3c4ccccc4n(C)c3c2=O)CC1	.	.	-0.4%	-19%	1.2	-0.3%	1.1%	i	-17%	-1%
O=C(NC1CCCCC1)C1CCN(C(=O)c2ccc(-c3ccccc3)cc2)CC1	-0.6	55	0.2%	-26%[20 µM]	1.1	.	2.8%	i	-30%	29%
O=C(N/N=C/c1sc(=O)[nH]c1-[n+]1ccc2ccccc2c1)c1ccccc1[O-]	0.1	49	-0.2%	4%	.	-3.8%	.	.	-4%	25%
COc1ccc(CCNC(=O)c2cc3c(=O)n4cccc(C)c4nc3n(Cc3ccncc3)c2=N)cc1	.	.	-0.1%	-4%	1	-0.2%	0.3%	.	-28%	7%
O=C1C(=O)N(CCCO)C(c2ccccc2)/C1=C(\O)c1ccc(Br)cc1 (stereo not drawn)	0.1	53	-0.2%	8%[20 µM]	.	-1.3%	.	.	-19%	1%
COC(=O)CSc1snnc1-c1ccc(Cl)c(Cl)c1	1.7	65	-0.1%	-3%	1.1	2.8%	-0.6%	i	-22%	6%
O=C(O)/C=C/c1ccc(S(=O)(=O)Nc2ccc(C(=O)NCC(=O)O)cc2)cc1	0.6	64	-0.3%	-9%	1.1	-3.5%	0.2%	i	-29%	4%
CC(C)OC(=O)CSc1nc(N)c(C#N)c(-c2ccco2)c1C#N	8.4	44	0.0%	-22%	1.1	5.5%	1.5%	i	-24%	25%
CN(C)S(=O)(=O)c1ccc(NC(=O)C2CCCN(C(=O)c3ccc(Cl)cc3)C2)cc1 (stereo not drawn)	2.4	56	-0.3%	-7%	1.1	8.2%	-3.8%	i	10%	9%
COc1ccc(CCNC(=O)c2ccco2)cc1	2.5	52	-0.2%	-27%	1.1	-2.1%	-0.4%	i	-14%	-1%
O=C(CCN1C(=O)C2C3C=CC(C3)C2C1=O)N1CCN(c2ccccc2F)CC1 (stereo not drawn)	0.1	39	-0.1%	2%	1.2	-2.9%	1.9%	.	-3%	12%
O=C(CCc1nnc(C2(c3ccc(Cl)cc3)CCC2)o1)N1CCCC(O)C1 (stereo not drawn)	-1.3	68	0.4%	-48%	.	7.5%	.	.	-20%	4%
C/C(=N\Nc1nc2ccccc2[nH]1)c1cc2ccccc2o1	9.7	63	0.2%	-10%	1.1	-5.2%	12%	i	-22%	-21%
COc1ccc(C(C(=O)NC2CCCCC2)N(C(=O)c2snc(C(N)=O)c2N)c2ccc(OC)cc2OC)cc1 (stereo not drawn)	1.4	54	-0.3%	-1%	.	-2.3%	.	.	-7%	24%
O=S(=O)(c1ccc(Cl)cc1)N1CCC(n2cccc2)CC1	1.1	49	0.0%	24%	.	-2.2%	.	i	-14%	6%
CC1=NN=C(c2ccccc2)C(c2c[nH]c3ccccc23)N1O (stereo not drawn)	-0.5	48	0.1%	-36%	1.1	1.0%	-0.5%	i	-23%	0%
C/C(CC(=O)Nc1ccc(Cl)cc1Cl)=N\NC(=O)c1ccco1	0.5	47	-0.3%	6%	1	6.0%	-1.5%	i	-10%	-22%
Cc1ccc(Oc2nc3ccccn3c(=O)c2/C=C(\C#N)C(=O)Nc2c(C)n(C)n(-c3ccccc3)c2=O)cc1	2.9	52	-0.3%	27%	1.1	-0.1%	3.8%	i	-7%	9%
c1cc2c(cnc3cscc32)s1	-0.3	71	0.0%	-7%	1.2	2.3%	-1.3%	i	54%	34%
Cn1c2ccccc2c2cnn(CC(=O)Nc3ccc(F)cc3F)c(=O)c21	1.7	65	-0.1%	8%	.	-0.4%	.	i	-1%	10%
O=C(CCNC(=O)c1ccccc1Cl)Nc1cccc(C(F)(F)F)c1	-0.8	72	-0.2%	-10%	0.8	1.1%	3.6%	i	-7%	13%
CCN(CC)CCNC(=O)c1ccc(NC(=O)c2ccccc2-c2ccc(C(F)(F)F)cc2)cc1	-0.3	44	0.3%	-3%	.	-4.5%	.	.	-43%	-2%

By substructure, those above containing a nitro group on carbon
SMILES	NTR1 ag	NTR1 ag cell count 20 µM	GPR55 beta-arrestin	KOR beta-arrestin-1	TNAP activators	KOR beta-arrestin-2	ER stress rescue	Yfh1-off respiration	NOD1 NF-kB reporter	NOD2 inhibition
O=C(CNC(=O)c1cccs1)c1ccc([N+](=O)[O-])cc1	-0.8	57	-0.3%	24%	1	-0.8%	3.6%	i	-15%	-17%
O=C(Nc1cc(Sc2ccccn2)cc([N+](=O)[O-])c1)c1cccc(F)c1	6.9	39	-0.2%	10%	1.3	5.0%	-1.5%	i	48%	25%
COc1ccc(-c2nn(-c3ccccc3)cc2C=O)cc1[N+](=O)[O-]	0.3	60	0.0%	2%	.	-0.4%	.	.	-4%	-6%
O=[N+]([O-])c1ccccc1Oc1ncccc1[N+](=O)[O-]	0.3	49	-0.4%	-6%	1	-3.7%	0.2%	i	-8%	5%
